TNF death inh – inhibitors of TNF-alpha triggered necroptosis, primary screen, cell-based, Jurkat FADD-/-, single concentration; actives 0.068% (n = 220,000); AID 463075, 2010; Jurkat FADD-/- TNF necroptosis rescue, ATP luminescence, 24 h; 0 = TNF only, 100 = no-TNF cells; activation (protection from cell death), % at 10 µM;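 active = activation, meaning protection from cell death, of at least 50% relative to plate controls; inactive = activation below 50%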;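 note: necroptosis triggered by 40 ng/mL TNF-alpha added together with compound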
PPC-1+TRAIL kill – compounds killing PPC-1 cancer cells with TRAIL present, primary screen, TRAIL potentiator project, ATPLite luminescence, uHTS; actives 0.41% (n = 220,000); cell killing (% activity), % at 4 µM; PPC-1 cells + TRAIL, ATPLite viability luminescence; AID 1443, 2008;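 active = cell killing above 50% in the first pass at 4 µM, then a duplicate retest at 5 µM averaging 50% or more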;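 note: plate controls were cells with TRAIL plus DMSO for no effect and medium-only wells lacking cells for full effect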
TbHK1 inh – Trypanosoma brucei hexokinase 1 inhibitors, primary screen, biochemical, G6PDH-coupled NADH absorbance, MLSCN library; hexokinase 1 [Trypanosoma brucei]; recombinant TbHK1, G6PDH-coupled NADH A340; inhibition, % at 10 µM; actives 0.11% (n = 220,000);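 active = inhibition of 50% or more in the single-dose primary screen; inactive = inhibition below 50%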
CHOP inh – inhibitors of CHOP promoter induction, primary screen, cell-based, unfolded protein response, luciferase reporter; CHO-K1 CHOP-promoter luciferase, tunicamycin-induced, 15-18 h; inhibition, % at 10 µM; actives 3.8% (n = 220,000); AID 2732, 2010;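 active = compounds that reduced the stress-induced luciferase reporter signal by more than about 70% of percent inhibition, limit read from the data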;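 note: 0% = tunicamycin plus vehicle and 100% = wells without tunicamycin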
EP2 antag – human EP2 receptor antagonists, primary screen, TR-FRET cAMP, C6 glioma cells | Prostaglandin E2 receptor EP2 subtype (Homo sapiens), P43116 | C6 glioma cells expressing human EP2; cells stimulated with saturating PGE2 | inhibition, % at 25 µM | actives 0.52% (n = 260,000) | AID 1422, 2008;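 active = percent inhibition above 40 after rounding to a whole number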;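 note: rat C6 glioma host cells with rolipram phosphodiesterase inhibitor present; the protocol text gives 20 µM as final concentration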
Target sequence (P43116 whole entry, looked up): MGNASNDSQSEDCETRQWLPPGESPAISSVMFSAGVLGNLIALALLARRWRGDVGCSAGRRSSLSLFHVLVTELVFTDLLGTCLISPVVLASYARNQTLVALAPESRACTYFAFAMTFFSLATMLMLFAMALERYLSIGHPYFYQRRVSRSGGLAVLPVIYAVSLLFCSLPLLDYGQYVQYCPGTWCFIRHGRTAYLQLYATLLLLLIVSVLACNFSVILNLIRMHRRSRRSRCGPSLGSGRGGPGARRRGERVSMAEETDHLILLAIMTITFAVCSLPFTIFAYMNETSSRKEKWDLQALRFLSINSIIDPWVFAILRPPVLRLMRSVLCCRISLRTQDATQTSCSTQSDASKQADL
FXIIa inh 1536 – human FXIIa protease inhibitors, primary screen, biochemical, 1536-well; purified FXIIa, Boc-QGR-AMC fluorogenic substrate, 2 h; inhibition, % at 5 µM; actives 0.3% (n = 220,000); in the data active = inhibition above about 40%;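 note: 0% = enzyme with no compound and 100% = blank without enzyme; many of its hits are not listed in these tables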
L929 necroptosis – inhibitors of zVAD-triggered necroptosis, primary screen, L929 cells. L929 zVAD necroptosis rescue, ATP luminescence, 24 h; with zVAD 60 µM. viability rescue, % at 10 µM. actives 0.38% (n = 220,000). AID 1377, 2008;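 active = activation, scaled between plate controls, above about 75%, limit read from the data; inactive = activation under that limit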;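 note: 0% = zVAD with DMSO and 100% = DMSO alone without zVAD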
FXIa inh – human FXIa protease inhibitors, primary screen, biochemical, 1536-well. purified FXIa, Boc-Glu-Ala-Arg-AMC fluorogenic substrate. inhibition, % at 5 µM. actives 0.14% (n = 220,000);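 active = inhibition of at least 40%; inactive = inhibition below 40%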;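 note: fluorescence of freed AMC excited at 355 nm; 0% = enzyme without compound and 100% = no enzyme blank; many of its hits are not listed in these tables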
Wee1 stabilizer – Wee1 degradation inhibitors, primary screen, cell-based, HeLa, Wee1K328M-luciferase, luminescence; Wee1-like protein kinase (Homo sapiens), P30291; HeLa Luc-Wee1K328M stability; 100% = proteasome inhibitor MG132 effect; reporter increase, % at 5 µM; actives 1.2% (n = 220,000); AID 1321, 2008;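 active = activation above the mean of all tested compounds plus 3 SD, set per screening run, cut at about 8.8% in these data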;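 note: cells exposed to compound for 20 h before luminescence read; 0% = DMSO alone and 100% = MG132 at 30 µM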
Target sequence (P30291 whole entry K328M): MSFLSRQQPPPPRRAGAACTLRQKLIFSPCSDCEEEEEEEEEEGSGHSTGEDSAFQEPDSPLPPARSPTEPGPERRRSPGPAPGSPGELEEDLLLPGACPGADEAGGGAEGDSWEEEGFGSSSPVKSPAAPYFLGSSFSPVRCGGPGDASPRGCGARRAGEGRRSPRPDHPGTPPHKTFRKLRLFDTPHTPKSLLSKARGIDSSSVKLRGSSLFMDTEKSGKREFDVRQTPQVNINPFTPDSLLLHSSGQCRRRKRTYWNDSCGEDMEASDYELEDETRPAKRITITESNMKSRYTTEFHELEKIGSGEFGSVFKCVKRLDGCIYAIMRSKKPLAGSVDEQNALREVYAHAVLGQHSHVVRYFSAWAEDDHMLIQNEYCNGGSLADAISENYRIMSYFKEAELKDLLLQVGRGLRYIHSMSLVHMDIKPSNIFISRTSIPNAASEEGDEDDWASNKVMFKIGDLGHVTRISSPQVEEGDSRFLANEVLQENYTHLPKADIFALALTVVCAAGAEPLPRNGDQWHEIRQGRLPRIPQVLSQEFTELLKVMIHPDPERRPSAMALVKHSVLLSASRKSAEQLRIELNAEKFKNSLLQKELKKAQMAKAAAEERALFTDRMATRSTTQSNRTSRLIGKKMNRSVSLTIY
The depositor's hits bear a star; . = no result given. An excerpt; the hit share may differ from the screen's.

SMILES	TNF death inh	PPC-1+TRAIL kill	TbHK1 inh	CHOP inh	EP2 antag	FXIIa inh 1536	L929 necroptosis	FXIa inh	Wee1 stabilizer
CCNC(=O)CN1C(=O)NC2(CCCCCC2)C1=O	-0.1	8	-2	12	6	8	0.0	-12	-3
CCC(C)NS(=O)(=O)c1ccc(N)cc1 (stereo unspecified)	0.3	-10	6	4	7	4	1.8	-6	0
O=C(CNC(=O)c1ccc(Cl)cc1Cl)NCC(=O)Nc1ccccc1N1CCOCC1	-1.3	23	-4	23	12	12	0.2	2	1
CC(=O)c1cnn(-c2cc(Oc3ccccc3C)ncn2)c1C	-0.5	12	-10	-8	-1	18	-0.9	5	0
Cc1nc2ncnn2c(C)c1C/C=C/c1ccccc1	-0.3	8	-1	22	7	4	0.0	-5	-5
CCN(CC)S(=O)(=O)c1ccc(-c2nnc(SCc3nnc(-c4ccccc4)o3)o2)cc1	-0.5	14	12	57	105*	-52	-0.2	1	4
CCn1cc(CNC(=O)/C=C/c2ccc([N+](=O)[O-])cc2)cn1	1.5	12	-13	3	10	10	1.8	2	1
O=C(Nc1ccc(Br)cc1F)C1CCCN(S(=O)(=O)c2cnc[nH]2)C1 (stereo unspecified)	0.7	17	0	38	13	7	5.1	-4	-1
CCOc1ccc(C(=O)NC(=S)NCc2cccnc2)cc1[N+](=O)[O-]	0.7	1	-6	-23	9	4	1.4	-3	-3
COc1ccc(NC(=S)Nc2cccc(C(C)=O)c2)cc1OC	1.5	-3	3	-20	9	29	0.5	30	-1
CCC(=O)NC(O)C(=O)c1ccc(C)cc1 (stereo unspecified)	-0.4	8	-9	-4	6	15	-0.2	6	-2
O=c1c2cc(-c3ccccc3)sc2nc2n1N=C(c1cccs1)CS2	-3.5	31	5	-4	5	5	-0.6	9	2
CC1CCCC(C)N1C(=O)Cc1ccccc1 (stereo unspecified)	1.0	30	-4	-8	-3	-22	-0.3	-17	0
Cc1cc(C(F)(F)F)nc(SCC(=O)NC2CC3CCC2C3)n1 (stereo unspecified)	1.3	7	0	5	1	1	-0.1	-4	0
Cc1ccc(NC(=S)N(CCN2CCOCC2)Cc2ccccc2F)cc1	0.5	14	-8	-9	7	2	-0.5	-5	0
COc1ccccc1CNC(=O)C1Cc2ccccc2C(=O)O1 (stereo unspecified)	1.2	10	-1	-2	8	3	0.1	-7	-3
CCc1ccc(C(C)NC(=O)/C(C#N)=C\c2cn[nH]c2-c2ccccc2)cc1 (stereo unspecified)	2.1	15	-19	78*	11	23	0.0	6	2
CCOc1ccc(CCNC(=O)CCc2c(C)nc3ncnn3c2C)cc1OCC	-0.2	20	-5	20	11	-10	0.8	-7	0
CC(=O)Nc1ccc(NC(=O)C(C)OC(=O)c2ccc(C)s2)cc1 (stereo unspecified)	1.1	9	-1	-8	5	4	0.7	1	-1
CNC(=O)CS(=O)(=O)CC(=O)Nc1cc(OCCOC)c(Cl)cc1Cl	-0.7	-10	1	15	3	15	-0.3	2	3
CC(C)N1C(=O)C2ON(c3ccccc3)C(c3cccs3)C2C1=O (stereo unspecified)	-1.6	27	5	27	8	0	-0.4	-11	1
Cc1ccc(NC(=S)N(CCCN(C)C)Cc2cc3cc4c(cc3[nH]c2=O)OCO4)c(C)c1	3.2	13	-5	2	8	11	-0.6	2	-1
C=CCNC(=O)CCC(=O)NNc1nc2ccccc2c2nc(-c3ccccc3)nn12	0.9	17	-5	29	2	3	3.4	-5	-2
CC(C)NC(=S)NN(c1ccccc1)c1ccccc1	0.6	7	-2	20	7	2	0.4	-7	0
CC(=C/c1ccccc1)/C=N/NC(=O)c1cnccn1	-2.1	25	-55	-5	12	6	-0.1	-1	0
COc1ccc(C2SCC(=O)N2C)cc1 (stereo unspecified)	0.5	2	1	26	12	-8	0.2	-2	-1
NC(=O)c1cc(N=Nc2c(N)[nH]n(-c3c(Cl)cc(Cl)cc3Cl)c2=O)ccc1Cl	-0.4	-4	-1	10	5	8	0.4	1	3
CC(C)C(C(=O)NCC1CCCO1)N(Cc1ccco1)C(=O)CNS(=O)(=O)c1ccc(F)cc1 (stereo unspecified)	0.2	-26	25	8	5	24	0.3	5	6
O=c1c(Cc2c(F)cccc2Cl)c(O)ccn1CCCN1CCOCC1	0.4	2	-2	-1	2	3	0.9	-5	0
CN(CC(=O)Nc1ccccc1Oc1ccccc1)Cc1ccccc1F	-3.9	-9	1	57	4	6	-0.2	2	-2
COC(=O)c1nnn(-c2ccsc2C(=O)OC)c1C(=O)OC	-0.4	-2	1	6	4	12	1.1	1	-2
O=C1CN(c2ccccc2Cl)C(=O)CN1c1ccccc1Cl	-1.7	35	3	-14	6	9	-0.5	-4	-2
CCSc1ccccc1C(=O)NC1CCCCC1	1.1	15	-3	28	9	.	4.1	-6	1
Cc1csc(NC(=O)CCNS(=O)(=O)c2ccc3c(c2)c(=O)n(C)c(=O)n3C)n1	-0.4	31	27	-17	4	22	0.2	3	-2
CC(C)(C)c1ccc(-c2csc(NNC3=NCCCCC3)n2)cc1	-9.6	2	2	-12	5	9	-0.9	-1	-1
COc1ccc(N/C=C\C(=O)c2ccc(Br)cc2)cc1OC	1.2	16	10	14	7	3	1.2	-3	2
O=C(Nc1ccc(Cl)cc1)c1ccc(-n2cccn2)c([N+](=O)[O-])c1	-5.1	6	4	56	9	2	0.8	-9	-2
CCOc1ccc(S(=O)(=O)NN2Cc3ccccc3C2=N)cc1	0.5	32	-3	-20	14	1	0.5	-5	0
O=C(COC(=O)C1CCN(S(=O)(=O)c2cccc3cccnc23)CC1)c1ccc([N+](=O)[O-])cc1	-8.9	9	2	-3	12	11	-0.1	4	-1
Cc1ccc(C(c2c(O)nc3n(c2=O)CCS3)c2c(O)nc3n(c2=O)CCS3)cc1	0.5	17	-9	11	7	1	0.9	-5	4
CNC(=O)C1=C(C)n2c(nc3ccccc32)NC1c1ccc(OC)cc1 (stereo unspecified)	0.3	2	-6	27	11	15	0.0	8	4
Brc1ccc(N/N=C(/N=Nc2nn[nH]n2)c2ccccc2)cc1	-11	0	-4	71*	1	7	40	-3	-4
COc1ccc(N2C(=S)NC3CS(=O)(=O)CC32)cc1 (stereo unspecified)	0.9	6	-7	19	4	6	-0.3	-3	3
COc1ccc(-c2nc(-c3ccc4c(c3)OCO4)[nH]c2-c2ccc(OC)cc2)cc1	4.2	1	-3	52	16	8	6.8	11	13*
CN(C)S(=O)(=O)c1ccc(NC(=O)CNc2cc(S(=O)(=O)N3CCCC3)ccc2OCC(F)(F)F)cc1	2.1	-12	9	-22	9	5	-0.5	6	-3
O=C(Nc1nc2ccccc2c2nc3ccccc3n12)c1ccc(F)cc1	0.5	6	-12	36	8	16	.	2	-1
CCOCCCNC(=O)C(Cc1ccccc1)NS(=O)(=O)c1cccc2nsnc12 (stereo unspecified)	0.5	15	-1	12	10	10	1.0	6	-2
CCn1c(C(C)NC(=O)Cc2ccccc2)nc2ccccc21 (stereo unspecified)	1.4	13	-5	-12	6	-4	3.4	6	-1

A portion from further up:
SMILES	TNF death inh	PPC-1+TRAIL kill	TbHK1 inh	CHOP inh	EP2 antag	FXIIa inh 1536	L929 necroptosis	FXIa inh	Wee1 stabilizer
Cc1csc(NC(=O)CCNS(=O)(=O)c2ccc3c(c2)c(=O)n(C)c(=O)n3C)n1	-0.4	31	27	-17	4	22	0.2	3	-2
CC(C)(C)c1ccc(-c2csc(NNC3=NCCCCC3)n2)cc1	-9.6	2	2	-12	5	9	-0.9	-1	-1
COc1ccc(N/C=C\C(=O)c2ccc(Br)cc2)cc1OC	1.2	16	10	14	7	3	1.2	-3	2
O=C(Nc1ccc(Cl)cc1)c1ccc(-n2cccn2)c([N+](=O)[O-])c1	-5.1	6	4	56	9	2	0.8	-9	-2
CCOc1ccc(S(=O)(=O)NN2Cc3ccccc3C2=N)cc1	0.5	32	-3	-20	14	1	0.5	-5	0
O=C(COC(=O)C1CCN(S(=O)(=O)c2cccc3cccnc23)CC1)c1ccc([N+](=O)[O-])cc1	-8.9	9	2	-3	12	11	-0.1	4	-1
Cc1ccc(C(c2c(O)nc3n(c2=O)CCS3)c2c(O)nc3n(c2=O)CCS3)cc1	0.5	17	-9	11	7	1	0.9	-5	4
CNC(=O)C1=C(C)n2c(nc3ccccc32)NC1c1ccc(OC)cc1 (stereo unspecified)	0.3	2	-6	27	11	15	0.0	8	4
Brc1ccc(N/N=C(/N=Nc2nn[nH]n2)c2ccccc2)cc1	-11	0	-4	71*	1	7	40	-3	-4
COc1ccc(N2C(=S)NC3CS(=O)(=O)CC32)cc1 (stereo unspecified)	0.9	6	-7	19	4	6	-0.3	-3	3
COc1ccc(-c2nc(-c3ccc4c(c3)OCO4)[nH]c2-c2ccc(OC)cc2)cc1	4.2	1	-3	52	16	8	6.8	11	13*
CN(C)S(=O)(=O)c1ccc(NC(=O)CNc2cc(S(=O)(=O)N3CCCC3)ccc2OCC(F)(F)F)cc1	2.1	-12	9	-22	9	5	-0.5	6	-3
O=C(Nc1nc2ccccc2c2nc3ccccc3n12)c1ccc(F)cc1	0.5	6	-12	36	8	16	.	2	-1
CCOCCCNC(=O)C(Cc1ccccc1)NS(=O)(=O)c1cccc2nsnc12 (stereo unspecified)	0.5	15	-1	12	10	10	1.0	6	-2
CCn1c(C(C)NC(=O)Cc2ccccc2)nc2ccccc21 (stereo unspecified)	1.4	13	-5	-12	6	-4	3.4	6	-1

(continued)
SMILES	TNF death inh	PPC-1+TRAIL kill	TbHK1 inh	CHOP inh	EP2 antag	FXIIa inh 1536	L929 necroptosis	FXIa inh	Wee1 stabilizer
COc1ccc(NC(=S)NCc2ccc3c(c2)OCO3)cc1	-1.8	28	-4	5	11	3	-0.4	-3	4
O=c1c2ccccc2nc(N/N=C/c2ccccc2)n1O	-3.5	-1	-13	17	10	13	-0.2	2	-3
O=C1C2C3c4ccccc4C(c4ccccc43)C2c2nc3ccccc3n21 (stereo unspecified)	-10	17	0	22	13	17	1.6	9	0
Cc1ccc(S(=O)(=O)/N=C2/C=C(Sc3ncn[nH]3)C(=O)c3ccccc32)cc1	0.1	43	35	108*	126*	10	1.9	5	-4
Cc1ccc(-c2c3c(=O)n(C)c(=O)n(C)c3cn2-n2cnnc2)cc1	-17	8	-8	-57	5	12	-0.3	6	-1
CCCCN(C(=O)c1ccc(Cl)cc1)C1CC2CCC(C1)N2C (stereo unspecified)	2.2	21	-3	32	8	23	1.1	5	-2
CCOC(=O)CN1CC23C=CC(O2)C(C(=O)Nc2ccc(F)c(C)c2)C3C1=O (stereo unspecified)	0.3	-6	-5	14	23	6	0.0	-2	-2
CC1CCCC(N2CCN(C(=O)c3cccc(F)c3)CC2)C1 (stereo unspecified)	2.1	-14	16	3	6	8	-0.5	-1	-2
C=CCNC(=O)/C(=C\c1ccc([N+](=O)[O-])cc1)NC(C)=O	-2.8	12	-26	25	13	14	-0.1	0	2
